# S1P1 ag-PAM – activates or potentiates agonism at human S1P1 receptor; P21453; S1P1 CRE-bla cells, forskolin, beta-lactamase FRET, potentiator mode; S1P1 agonist co-added at EC20, 2 nM; 100% = saturating reference agonist, 0% = basal; activation, % at 9.5 µM; 56,000 tested, 0.57% active;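 active = activation above a cutoff set at the mean activation of all tested compounds plus 3 SD, cut at about 54% in these data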;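 also: forskolin at 4 µM as EC80 and the EC20 agonist is SEW2871; 100% = SEW2871 at its EC100 plus forskolin at EC80; some compounds past the cut are filed as inactive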
# Target sequence (P21453 whole entry, looked up): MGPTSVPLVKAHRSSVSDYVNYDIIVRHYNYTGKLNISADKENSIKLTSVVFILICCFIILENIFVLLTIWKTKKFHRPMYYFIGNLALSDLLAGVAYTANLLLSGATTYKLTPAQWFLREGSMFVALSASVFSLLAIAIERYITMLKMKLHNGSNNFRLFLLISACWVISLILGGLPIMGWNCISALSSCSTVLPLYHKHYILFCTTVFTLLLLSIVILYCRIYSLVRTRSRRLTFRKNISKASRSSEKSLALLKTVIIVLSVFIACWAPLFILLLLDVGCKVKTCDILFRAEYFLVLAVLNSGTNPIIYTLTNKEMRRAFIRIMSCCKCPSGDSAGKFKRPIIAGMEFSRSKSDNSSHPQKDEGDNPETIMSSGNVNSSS
# 5HT1a ag – agonists of human 5-HT1a serotonin receptor | P08908 | CHO 5-HT1a Ga15 NFAT-bla reporter, FRET ratio; 0% basal, 100% maximal reference agonist | activation, % at 10 µM | 65,000 tested, 0.56% active;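 active = activation above the screen-wide mean activation plus 3 SD, cut at about 19% in these data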;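 also: 0% = DMSO wells and 100% = 5-CT at EC100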
# HEK293 NFkB inh – lowers PMA/ionomycin-induced NF-kB signal in HEK293 cells | HEK-293 NF-kB luciferase reporter, luminescence | inhibition, % at 3 µM | 62,000 tested, 0.21% active;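 active = inhibition above the mean of all tested compounds plus 3 SD, cut at about 40% in these data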;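 also: 0% = stimulated DMSO wells and 100% = 10 µM reference inhibitor 5653914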
#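 System: NF-kB luciferase reporter HEK-293 cells | Replication: Single test | Control set: DMSO vs reference inhibitor | Evaluation: % inhibition | Schedule: 1 h pretreatment, 16 h stimulation, 37 °C | Probe or stimulus: PMA with ionomycin | Compound dosing: One dose, 3 µM | Detection: Luciferase luminescence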
# HTR1E agonist – activates the human 5-HT1E serotonin receptor; P28566; CHO 5-HT1E Ga15 NFAT-bla reporter, FRET; 0% DMSO wells, 100% control agonist wells; activation, % at 6 µM; 65,000 tested, 0.69% active; AID 574;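 active = activation above a set limit, the screen-wide mean activation plus 3 SD, cut at about 8.5% in these data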;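 also: 100% = positive control agonist at 1 µM giving full maximal response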
# Target sequence (P28566 whole entry, looked up): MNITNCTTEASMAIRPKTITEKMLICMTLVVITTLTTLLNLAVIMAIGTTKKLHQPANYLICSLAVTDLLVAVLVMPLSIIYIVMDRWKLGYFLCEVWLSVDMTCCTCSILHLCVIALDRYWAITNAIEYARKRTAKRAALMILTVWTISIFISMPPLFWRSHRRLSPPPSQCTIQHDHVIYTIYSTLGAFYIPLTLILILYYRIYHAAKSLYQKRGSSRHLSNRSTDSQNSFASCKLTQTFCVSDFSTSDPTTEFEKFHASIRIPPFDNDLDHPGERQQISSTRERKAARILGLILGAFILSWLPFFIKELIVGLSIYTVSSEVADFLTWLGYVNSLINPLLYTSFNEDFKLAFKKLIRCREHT
# HTR1E antagonist – blocks the human 5-HT1E serotonin receptor. P28566. CHO 5-HT1E Ga15 NFAT-bla reporter, FRET, antagonist. inhibition, % at 6 µM. 65,000 tested, 0.99% active;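 active = inhibition above a set limit, the mean inhibition across every tested compound plus 3 SD, cut at about 29% in these data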;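 also: signal is the 460 over 535 nm emission ratio of beta-lactamase substrate; 0% = agonist plus DMSO wells and 100% = wells without agonist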
# S1P3 ag – activates the human S1P3 receptor. activation, % at 4.5 µM. S1P3 NFAT-BLA reporter cells, agonism, FRET ratio; relative to 1 µM S1P, basal subtracted. Q99500. 60,000 tested, 0.1% active. AID 373;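 active = activation above the screen-wide mean plus 3 SD, cut at about 4.5% in these data, passing the limit was not always enough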; also: some compounds called inactive have numbers as strong as hits
# Target sequence (Q99500 whole entry, looked up): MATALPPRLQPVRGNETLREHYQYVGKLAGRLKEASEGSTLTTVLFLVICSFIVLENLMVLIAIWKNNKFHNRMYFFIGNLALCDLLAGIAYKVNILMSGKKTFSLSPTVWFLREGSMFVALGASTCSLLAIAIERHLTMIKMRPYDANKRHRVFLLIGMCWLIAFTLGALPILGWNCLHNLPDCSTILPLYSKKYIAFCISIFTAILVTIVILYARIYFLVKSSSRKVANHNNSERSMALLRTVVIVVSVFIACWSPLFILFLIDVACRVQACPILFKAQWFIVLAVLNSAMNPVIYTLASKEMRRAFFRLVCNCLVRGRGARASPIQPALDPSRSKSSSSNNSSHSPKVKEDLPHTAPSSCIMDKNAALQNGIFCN
#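 Assay system: CHO cells stably expressing human S1P3, Gα16 and NFAT-β-lactamase reporter. Timing: overnight plating, 4 h compound 37 °C, 2 h substrate RT. Signal: β-lactamase FRET emission ratio 460/535 nm. Measure: percent activation versus median 1 µM S1P response, basal-subtracted, per plate. Repeats: primary screen single test, confirmation screen in triplicate.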
# D1 allo mod – allosterically modulates the human D1 dopamine receptor | HEK293 D1, CRE-luciferase, dopamine EC30 potentiation; actives deviate in either direction | B-score at 10 µM | 58,000 tested, 5.9% active | AID 641;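 active = luminescence count or its row- and column-corrected plate score outside the 99.7% band of the plate's sample wells, on either side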
# Jurkat viability – cytotoxic compounds reducing Jurkat cell viability; AID 463; 56,000 tested, 1.2% active; inhibition, % at 4 µM; Jurkat E6.1 viability, ATP luminescence, 48 h;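 active = inhibition above the mean inhibition of all tested compounds plus 3 SD, cut at about 28% in these data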
# 5HT1a antag – blocks the human serotonin 5-HT1a receptor; 62,000 tested, 0.68% active; CHO 5-HT1a Ga15 NFAT-bla reporter, antagonist mode; AID 612; inhibition, % at 10 µM;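 active = inhibition above the mean of all tested compounds plus 3 SD, cut at about 43% in these data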;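 also: receptor stimulated by 5-CT agonist at 100 nM near EC80; beta-lactamase reporter measured by ratiometric fluorescence of a cleavable substrate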
# The depositor's hits bear a star; . = no result given. Not a hit list. About 8.3% of those tested had a hit in this group.
entry	Molecule	5HT1a antag	S1P3 ag	HTR1E agonist	HTR1E antagonist	5HT1a ag	Jurkat viability	S1P1 ag-PAM	HEK293 NFkB inh	D1 allo mod
1	CC(C)(CO)NCc1ccccc1OCC(=O)Nc1ccccc1	18	-1.8	-0.4	8	-1.2	4	-12	13	-0.32
2	CNC(=O)c1ccsc1NC(=O)c1ccc(Cl)s1	11	-0.8	0.5	-11	-2.9	1	0	-12	4.9*
3	Cc1ccccc1-c1nc(CN2CCC(C(=O)NCc3cccnc3)CC2)c(C)o1	5	-1.3	0.5	7	-0.3	9	17	16	-1.5
4	Cc1cccc(N2CCCn3c2nc2c3c(=O)n(CC(=O)OCc3ccccc3)c(=O)n2C)c1	-3	-0.9	0.4	-8	2.8	-6	0	16	-4
5	O=C(c1ccc(F)cc1)N1CCC(O)(c2cccnc2)CC1	-14	-0.2	-1.2	5	-2.1	7	8	14	-0.37
6	COc1ccc2c(=O)c(N3C(=O)c4ccccc4C3=O)coc2c1	13	-0.9	0.1	3	0.9	-10	-11	0	1.4
7	Cc1cc(NCCOCCO)n2ncc(-c3ccc(Cl)cc3)c2n1	12	-1.3	0.8	21	1.1	9	-14	-66	-2.1
8	CCn1cc(C2=NOC(C(=O)Nc3cccc(C(C)=O)c3)C2)c(C)n1 (stereo not drawn)	5	-0.4	-1.9	7	-1.4	27	1	10	0.31
9	Cc1cccc(CCNC(=O)c2nnc(Cc3ccc(Cl)cc3)o2)c1	0	-0.4	0.8	0	-3.4	-5	19	12	0.029
10	O=C(Nc1ccc(S(=O)(=O)N2CCOCC2)cc1)c1ccco1	-7	-0.6	1.1	-1	-1.5	0	.	2	-0.037
11	Cc1cc(C)c(S(=O)(=O)NCC2CCC(C(=O)NCCCN3CCOCC3)CC2)c(C)c1 (stereo not drawn)	-12	.	-0.6	-1	-2.0	.	.	19	.
12	Cc1ccc(-c2cc(C(=O)Nc3cnn(C45CC6CC(CC(C6)C4)C5)c3)no2)cc1	5	-1.1	-0.6	-11	-0.6	3	.	-16	0.011
13	O=C(c1ccc(C(=O)N2CCCc3ccccc32)nc1)N1CCCc2ccccc21	11	-1.4	-1.6	14	1.6	-3	-3	8	.
14	Cn1c(-c2ccccc2)c(CCO)c2ccccc21	23	-1.0	0.1	6	-4.2	0	17	17	-1.2
15	CC(C)CN(C(=O)COC(=O)c1ccc2c(c1)NC(=O)CS2)C1CCS(=O)(=O)C1 (stereo not drawn)	-7	-0.7	-0.7	3	-2.1	-2	3	-2	0.25
16	O=C(NCCN1CCN(c2ccccc2)CC1)c1ccc(NC(=O)C2CCCO2)cc1 (stereo not drawn)	1	.	-0.6	4	-0.5	.	.	13	-0.81
17	COc1ccc(-c2nnc3sc(CCN4C(=O)c5ccccc5C4=O)nn23)cc1	-16	-0.2	1.0	2	1.4	1	-19	22	-0.027
18	O=C(c1ccc(CS(=O)(=O)c2ccc(Br)cc2)o1)N1CCCC1	5	-0.8	0.3	-8	-0.6	-1	2	6	-0.084
19	CCCN1C2=C(C(=O)CCC2)C(c2ccc(O)c(Br)c2)C2=C1CCCC2=O	20	0.4	0.4	3	0.9	-11	5	-2	-0.3
20	Cc1cc(NC(=O)Cn2nnc3sc4c(c3c2=O)CCCC4)no1	-9	0.5	0.5	0	0.6	-2	-15	14	2.1
21	Cc1cccc(C)c1NC(=O)Nc1cccs1	9	-0.2	-1.1	2	-3.8	-1	-2	19	-0.89
22	COC(=O)c1cc(Br)c(=O)n(Cc2ccco2)c1	.	-2.1	-0.5	5	-2.3	.	-2	.	.
23	COCCCN1C(=O)C(=O)/C(=C(/O)c2ccc3c(c2)OCCO3)C1c1ccc(C(=O)OC)cc1 (stereo not drawn)	-6	-0.5	-0.3	-1	-2.4	-1	-17	19	0.062
24	CN(C)CCCNS(=O)(=O)c1cc(Cl)ccc1Cl	6	-0.9	-0.9	4	-4.2	4	0	15	-1.8
25	Cc1ccn2cc(CNS(=O)(=O)c3ccc4c(c3)OCCO4)nc2c1	-6	-0.9	1.5	-3	-4.2	3	17	9	0.044
26	CCCCC(=O)Nc1nnc(SCC(=O)N2CCN(c3ccccc3OC)CC2)s1	-5	-0.3	0.2	3	-1.2	-9	-3	5	0.069
27	C=CCNC(=O)C(C#N)c1nc2ccccc2nc1N1CCCCCC1 (stereo not drawn)	.	0.3	1.5	-3	0.7	.	-22	.	.
28	CCC1CCCCN1C(=O)CSc1nc(N)c(NC(=O)c2ccco2)c(=O)[nH]1 (stereo not drawn)	0	-1.0	1.6	11	-1.7	0	-13	22	-0.49
29	CCCCn1ccnc1C(=O)c1ccc(S(=O)(=O)N(CCOC)CCOC)cc1	3	-0.4	-0.5	4	-3.2	8	12	14	-0.2
30	Cc1cc(N=Cc2c(O)n(-c3ccc4c(c3)OCO4)c(=O)c3ccccc23)ccn1	-16	0.6	1.1	-9	4.5	4	0	5	-0.81
31	O=C(Cn1c(=O)oc2ccccc21)NC(=O)NCc1ccco1	10	.	-1.5	-3	0.5	.	.	-3	1.3
32	CCN1C(=O)CS/C1=N\c1nccs1	8	-0.2	-0.1	8	-3.4	-5	-26	15	0.21
33	Cc1cccc(Cn2c(Sc3nc(C)cs3)nc3c2c(=O)[nH]c(=O)n3C)c1	-9	-0.5	0.3	5	-0.3	1	-6	14	2
34	COc1cccc(OC)c1C(=O)Nc1c(C)n(C)n(-c2ccccc2)c1=O	6	-0.5	-0.8	-6	-2.1	0	-22	15	0.12
35	CCC(CC)C(=O)Nc1cc(NC(=O)C(CC)CC)cc(C(=O)O)c1	-3	-0.4	-0.6	-3	-1.6	-2	.	2	-0.13
36	Cc1cccc(CCNC(=O)C2CCC(CNc3c(N4CCCC4)c(=O)c3=O)CC2)c1 (stereo not drawn)	0	-1.0	0.5	2	0.0	-1	2	-2	.
37	CCN1CCCC1CNC(=O)c1cc(NC(C)=O)c(N(C)C)cc1OC (stereo not drawn)	-6	1.1	0.1	-4	-2.6	-2	-21	6	0.42
38	Cc1nnc2sc(-c3ccncc3)nn12	1	-1.2	0.5	6	-5.0	-7	6	2	-0.58
39	O=C(CSc1nnc2sc3ccccc3n12)c1ccco1	-14	-0.7	-1.2	12	-1.4	1	19	-10	0.51
40	Cc1cc(C(=O)OCC(=O)c2ccc3c(c2)OCCO3)c(C)o1	4	0.9	0.0	-8	-1.5	-3	26	8	.
41	CCOc1cc(S(=O)(=O)NCCc2ccccc2C)c(OCC)cc1-n1cnnn1	-21	0.3	-0.2	7	-0.8	-3	-12	11	1.8
42	CC1=C(C(=O)Nc2ccc(C)cc2)C(c2ccc(C)o2)C2=C(CC(C)(C)CC2=O)N1 (stereo not drawn)	27	0.5	-0.7	15	-1.0	6	17	-5	0.25
43	CC1CCCC(C)N1C(=O)Cn1c(=O)sc2ccccc21 (stereo not drawn)	-5	-1.3	1.5	1	0.2	4	3	-7	0.39
44	O=C(Nc1ccc(F)c(F)c1)NC1CCCCC1	7	-0.9	1.0	1	-1.5	1	.	-10	-0.62
45	CC1CCN(c2ccc(C(=O)NCc3cccs3)cn2)CC1	21	-1.0	-1.1	13	-2.7	11	17	5	0.5
46	CN(Cc1ccco1)C(=O)c1ccc(N2CCCC2=O)cc1	-2	-0.1	6.0	-3	-3.5	2	-60	-2	.
47	COC(=O)Nc1sc2c(c1C(=O)NCc1ccco1)CCCC2	21	-1.1	-0.8	-1	-1.4	4	-4	15	1.3
48	Cc1cccc(C)c1NC(=O)C(c1ccccc1)N1CCN(C(=O)c2ccco2)CC1 (stereo not drawn)	-2	-0.6	0.0	9	0.1	11	13	14	0.039
49	Cc1ccc(NS(=O)(=O)c2cc(C(=O)N3CCOCC3)ccc2C)cc1	11	-1.0	-0.3	4	1.2	2	-11	6	0.59
50	CCCC(=O)Nc1c(C)nn(C(=O)CCC)c1C	-11	0.4	0.7	-8	-0.1	-2	-16	14	0.37

# Carrying on.
entry	Molecule	5HT1a antag	S1P3 ag	HTR1E agonist	HTR1E antagonist	5HT1a ag	Jurkat viability	S1P1 ag-PAM	HEK293 NFkB inh	D1 allo mod
51	Cc1nc(NC2=NCN(C3CCCCC3C)CN2)nc2ccccc12 (stereo not drawn)	-4	-0.7	0.7	-3	-0.6	12	0	10	-0.2
52	CC(=O)C(Sc1nn(C)c(=S)s1)C(=O)Nc1ccccc1 (stereo not drawn)	2	-1.2	-0.4	0	-0.6	4	3	13	-0.45
53	CCOC(=O)N1CCC(NC(=O)CS(=O)(=O)Cc2nc(-c3ccccc3C)oc2C)CC1	7	-0.8	-0.1	8	-1.2	1	-9	6	2.4
54	CCCC(=O)Nc1cccc(C(=O)Nc2nccs2)c1	3	.	0.2	-6	1.2	.	.	16	-0.43
55	O=C1c2ccccc2C(=O)N1CCCC(=O)N1CCCc2ccccc21	-11	-0.2	0.9	-1	0.2	-6	.	6	-0.056
56	Cc1ccc(NC(=O)COC(=O)C2CCC(=O)N2)c(S(=O)(=O)N2CCOCC2)c1 (stereo not drawn)	-8	-0.5	-1.1	-3	-2.0	6	-6	10	0.66
57	O=C(OCc1nc2ccccc2s1)C1CCN(C2=NS(=O)(=O)c3ccccc32)CC1	-1	-1.7	-0.3	8	-1.9	-2	2	-2	-0.51
58	CC1CCCC(NC(=O)CCn2c(=O)oc3ccccc32)C1C (stereo not drawn)	2	-0.3	-0.6	8	-0.7	-3	0	-4	-0.048
59	COc1cccc(CNC(=O)C2CCCN(S(=O)(=O)c3c(C)n[nH]c3C)C2)c1 (stereo not drawn)	7	0.4	-1.4	4	-1.7	-4	13	6	0.28
60	CCC/C(=C1/C(=O)CC(C)(C)C(C(=O)OC)C1=O)N1CCCC1 (stereo not drawn)	-4	-0.6	-0.7	-3	1.3	8	.	8	-2

# Values by screen from above:
# S1P1 ag-PAM, compounds 25 to 29, in order: 17, -3, -22, -13, 12

# More results:
entry	Molecule	5HT1a antag	S1P3 ag	HTR1E agonist	HTR1E antagonist	5HT1a ag	Jurkat viability	S1P1 ag-PAM	HEK293 NFkB inh	D1 allo mod
61	O=C(COC(=O)c1cncc(Br)c1)NCCC1=CCCCC1	17	-0.3	0.2	7	-1.7	-6	-3	16	-0.34
62	CC(=O)N(CN1C(=O)c2ccccc2C1=O)c1cccc(C)c1	2	-1.0	0.6	0	-0.3	3	-4	14	-0.045
63	CCc1nnc(NC(=O)c2ccc(N(C)S(=O)(=O)c3ccccc3)cc2)s1	11	-1.0	-0.6	4	-1.5	5	19	7	-0.099
64	COc1ccc(S(=O)(=O)N2CCN(Cc3ccc(Cl)cc3)CC2)cc1	18	-0.5	-0.1	18	-3.6	4	21	5	-0.34
65	O=C(c1ccc(N2CCCC2=O)cc1)N1CCN(c2ccccc2)CC1	-2	1.2	-0.3	4	-0.8	-3	17	16	-1.5

# 2 records picked at random from those above, as already listed:
entry	Molecule	5HT1a antag	S1P3 ag	HTR1E agonist	HTR1E antagonist	5HT1a ag	Jurkat viability	S1P1 ag-PAM	HEK293 NFkB inh	D1 allo mod
62	CC(=O)N(CN1C(=O)c2ccccc2C1=O)c1cccc(C)c1	2	-1.0	0.6	0	-0.3	3	-4	14	-0.045
64	COc1ccc(S(=O)(=O)N2CCN(Cc3ccc(Cl)cc3)CC2)cc1	18	-0.5	-0.1	18	-3.6	4	21	5	-0.34

# Screening results: PubChem, several laboratories
